# S2 tox – cell viability loss in ATXN counter-screen | S2 cells (HEK-293 line with an ATXN2-luciferase reporter) viability, CellTiter-Fluor protease fluorescence, 24 h | Potency, µM (titrated, usually from 56.7 µM), most hits filed as cytotoxic | actives 0.49% (n = 400,000); note: potency is the fitted concentration of half-maximal effect; nearly all actives have a fitted effect of over 40% in size
# MCF10A rereplic – DNA re-replication induction in MCF 10a cells; Potency, µM (series often up to 46.1 µM), for the others: top-dose activity, positive = re-replication, hits mostly activators; actives 2.9% (n = 350,000); MCF 10A DNA re-replication, Hoechst nuclear intensity, 48 h; AID 624296; note: potency is the fitted concentration of half-maximal effect; % of control where 0% means no effect; nearly all actives have a fitted effect of over 50% in size
# HT1080NT lethal – kills 2HG-producing HT-1080-NT fibrosarcoma cells; HT-1080-NT fibrosarcoma viability, CellTiter-Glo ATP luminescence, 48 h; Potency, µM (titrated, usually from 46.1 µM), without a hit: at the highest dose activity, negative = less viability, usual class: cytotoxic; actives 1.6% (n = 360,000); AID 686970;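 note: NT is the 2HG producing partner of a matched IDH1 knockdown line; potency is the fitted concentration of half-maximal effect; 0% = DMSO-treated cells and -100% = media-only wells without cells; nearly all actives have a fitted effect of over 55% in size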
#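 Compounds were tested in concentration-response format on HT-1080-NT cells for 48 hours at 37 degrees C. Cell viability came from CellTiter-Glo luminescence; curves were classified by r2, response magnitude and activity.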
# IL-1B inflam inh – inhibitors of inflammasome signaling (IL-1 beta secretion) | THP-1 LPS/ATP IL-1B secretion, AlphaLISA, 16 h; stronger effect = lower value | activity change, % at 57.5 µM | actives 4.7% (n = 360,000); in the data active = activity change below about -50%; inconclusive = mostly about -30% to -49%; note: % is set by controls: 0 for no effect and ±100 for the full control effect
#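 THP-1 cells pretreated 1 hr with compounds (up to 57.5 uM final), then stimulated with LPS (250 ng/mL final) plus ATP (1.25 mM final); secreted IL-1B measured by AlphaLISA after 16 hr, decreased signal indicating inhibition.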
# ATXN2 expr inh – reduces ATXN2 reporter expression in HEK-293 cells; HEK-293 ATXN2-luciferase reporter, luminescence, 24 h; Potency, µM (series often up to 57 µM), for the others: top-dose activity change, negative = inhibition, most hits filed as inhibitors; actives 0.72% (n = 360,000); note: potency is the fitted concentration of half-maximal effect; % is set by controls: 0 for no effect and ±100 for the full control effect; nearly all actives have a fitted effect of over 55% in size
#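 qHTS (up to 57 uM final) was run with 24 h compound exposure of reporter cells at 37 °C. Each well was multiplexed: SteadyGlo luminescence measured ATXN2-luciferase expression after a fluorogenic Gly-Phe-AFC viability readout (25 uM final).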
# SW480 rereplic – DNA re-replication induction in SW480 cells | SW480 DNA re-replication, Hoechst DNA content imaging, 48 h | Potency, µM (highest dose often 46.1 µM), inactives show top-dose re-replication activation, usual class: activators | actives 1.8% (n = 340,000) | AID 624297; note: potency is the fitted concentration of half-maximal effect; % of control where 0% means no effect; nearly all actives have a fitted effect of over 55% in size
#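 SW480 cells exposed to compounds for 48 hr at 37 C, 5% CO2, then Hoechst-stained 40 min. Nuclear DNA content imaged by fluorescence scanning (405 nm excitation, 500-530 nm emission); re-replication scored as increased high-intensity nuclei.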
# HT1080 IDH1KD tx – kills HT-1080 cells with IDH1 knockdown; HT-1080 IDH1 knockdown viability, ATP luminescence, 48 h; Potency, µM (series often up to 46.1 µM), for inactives: at the top dose activity, negative = toxicity, most hits filed as cytotoxic; actives 2% (n = 360,000); AID 686971;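 note: potency is the fitted concentration of half-maximal effect; 0% = DMSO wells and -100% = cell-free medium wells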
#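 After a 2 h attachment period, IDH1KD HT-1080 cells took pin-transferred compound for 48 h at 37 °C; ATP-based luminescence after 10 min room-temperature reagent incubation reported viability.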
# HepG2 viability – HepG2 cytotoxicity, counter-screen for TGF-b inhibitors | actives 0.76% (n = 410,000) | Potency, µM (doses to about 46.1 µM), for inactives: at the highest dose activity change, negative = cytotoxicity, usual class: cytotoxic | HepG2 CAGA-GFP viability, ATP luminescence, 18 h | AID 588856; note: potency is the fitted concentration of half-maximal effect; some results filed as inactive show a strong effect at the top dose
#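 CellTiter-Glo luminescence gave cytotoxicity after 18 hours at 37 degrees C. The cells were HepG2 CAGA-GFP in 1% FBS DMEM, stimulated with 500 pg/mL TGF-beta after compound addition. %Activity was normalised to no-cell wells (complete cell-killing) and DMSO (no toxicity), and curves were fitted and classified.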
# KB-3-1 tox – kills parental KB-3-1 adenocarcinoma cells; KB-3-1 viability, CellTiter-Glo ATP luminescence, 72 h; Potency, µM (highest dose often 46.1 µM), for the others: at the top dose activity change, negative = cytotoxic, most hits filed as cytotoxic; actives 1.4% (n = 400,000); AID 1347075; note: potency is the fitted concentration of half-maximal effect; % is set by controls: 0 for no effect and ±100 for the full control effect; nearly all actives have a fitted effect of over 60% in size
#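 Parental KB-3-1 adenocarcinoma cells in phenol-red-free DMEM with 10% FBS were pin-treated with compounds at several concentrations, incubated 72 h at 37 °C, and viability read by CellTiter-Glo luminescence; concentration-effect curves were fitted after normalization.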
# The depositor's hits bear a star; i = inactive; ? = inconclusive; nt = not tested or not shown; [ ] = another dose, or the depositor's remark. Unless noted, calls come from the whole dose curve; as a rule, active = well fitted curve in the direction sought with a large enough effect; inconclusive = small, poorly fitted or top-dose-only effect, or another doubt; inactive = no such curve, though single readings can be large; an effect the other way counts as inactive or inconclusive.
SMILES,S2 tox,MCF10A rereplic,HT1080NT lethal,IL-1B inflam inh,ATXN2 expr inh,SW480 rereplic,HT1080 IDH1KD tx,HepG2 viability,KB-3-1 tox
CCOc1ccc(CN(Cc2ccco2)C(c2cccs2)c2nnnn2C(C)(C)C)cc1 (configuration not stated),i,?,-1.0%,-6.4,-8.7%,5.6%,-0.1%,-11.8%,?
CC(=O)Nc1cccc(NC(=O)NC2CC(=O)N(c3ccc4c(c3)OCCO4)C2)c1 (configuration not stated),i,nt,-3.0%,-1.9,nt,nt,0.5%,-9.2%,?
CN1CCN(c2ccc(CNC(=O)c3cc4ccccc4o3)cc2)CC1,i,23.1µM*,5.0%,70.0,0.1%,-4.6%,0.7%,-16.4%,-7.0%
Cc1ccc(N2C(=O)N3[C@H](c4ccc(F)cc4)[C@@H]4C(=O)N(C5CCCCC5)C(=O)[C@@H]4[C@]3(C)C2=O)cc1,?,-5.6%,-12.7%,-17.3,-13.2%,-7.2%,-10.6%,3.9%,-1.0%
COc1ccc(C(=O)N2CCNC(=O)C2)cc1S(=O)(=O)Nc1ccc(Br)cc1,i,4.4%,0.0%,0.6,3.5%,5.0%,-5.0%,0.8%,nt
COc1cccc(S(=O)(=O)Nc2cccc(C(=O)N3CCOCC3)c2)c1,i,-1.5%,8.0%,-20.1,1.2%,-18.4%,12.6%,-22.5%,-0.9%
COCCNS(=O)(=O)c1ccc2c(c1)Cc1cc(S(=O)(=O)NCCOC)ccc1-2,i,0.4%,-6.7%,-8.0,1.1%,1.5%,2.0%,4.8%,6.0%
CC(C)C(=O)Nc1nnc(CCc2nnc(NC(=O)C(C)C)s2)s1,i,15.6%,-1.9%,10.7,4.3%,-4.1%,-1.0%,-6.3%,3.9%
CCOc1ccc2nc(N(CCN(CC)CC)C(=O)c3cccc([N+](=O)[O-])c3)sc2c1,i,?,0.0%,-6.9,-6.8%,?,-2.0%,11.2%,-10.6%
Cc1ccc(NC(=O)CSc2nc(=O)n(CCCN3CCOCC3)c3c2CCCC3)cc1,i,-2.0%,3.7%,-18.1,-4.7%,?,-11.0%,-14.8%,11.5%
COc1cc(CNn2cn[nH]c2=S)ccc1OCC(=O)NC(C)(C)C,?,4.3%,15.5%,4.3,-6.8%,-2.3%,20.4%,-1.0%,-20.5%
CN(C)S(=O)(=O)Oc1ccc(Cl)cc1C(=O)Nc1ccc(F)cc1F,i,-0.2%,-10.1%,2.2,9.1%,-9.0%,-12.9%,-19.2%,11.2%
CCCCCN(C(=O)CCC(=O)OCc1cccc(Cl)c1)c1c(N)n(CCCC)c(=O)[nH]c1=O,i,24.7%,-8.9%,1.8,-11.0%,3.2%,-4.5%,-33.8%,5.6%
O=C(CSc1nc2ccccc2[nH]1)NC1CCS(=O)(=O)C1 (configuration not stated),i,?,0.0%,7.9,-7.9%,?,3.3%,3.0%,22.1%
O=C(CCS(=O)(=O)Cc1ccccc1)N1CCc2ccccc2C1,i,0.0%,3.8%,54.1,4.2%,-8.8%,-2.4%,0.5%,15.8%
CCCCn1c(SCC(=O)Nc2nc(C)cs2)nnc1-c1cccnc1,i,-20.2%,12.3%,25.2,-9.3%,-2.5%,-15.8%,6.8%,14.8%
OCCN1CCN(CC/C=C2/c3ccccc3Sc3ccc(Cl)cc32)CC1,?,4.61µM*,?,?,?,29.1%,?,-106.2%,-1.1%
C#CCN(C(=O)C1CCC(=O)N(CCc2cccc(F)c2)C1)C1CCCCC1 (configuration not stated),i,nt,4.4%,2.2,nt,nt,-3.4%,-8.4%,6.2%
C[C@H]1CN([C@@H](C)CO)C(=O)CCCn2cc(nn2)CO[C@@H]1CN(C)C(=O)Nc1ccc2c(c1)OCO2,i,nt,-0.9%,-13.4,10.5%,nt,-1.2%,-53.2%,-8.6%
CC1(c2ccccc2)NC(=O)N(CC(=O)N2CCN(S(=O)(=O)c3ccccc3[N+](=O)[O-])CC2)C1=O (configuration not stated),i,-7.9%,-2.9%,i,0.5%,-2.9%,19.6%,-22.9%,29.6%
COc1ccc(CNC(=O)COC(=O)C(CCSC)NC(=O)c2ccco2)cc1OC (configuration not stated),i,-3.7%,-6.2%,2.6,1.8%,6.7%,-0.1%,2.2%,-4.8%
O=C(Nc1ccnn1C1CCN(CC2CC=CCC2)CC1)c1ccccc1Cl (configuration not stated),i,12.7%,5.3%,-9.8,-5.8%,-5.2%,1.8%,2.2%,-15.4%
C=CCn1c(Cc2ccc(OC)cc2)nnc1SCc1nc2ccccc2c(=O)[nH]1,i,-8.1%,2.0%,11.3,2.3%,-4.2%,-24.6%,-5.8%,16.3%
Cc1ccc(OC(=O)c2cccc(S(=O)(=O)N(C)C)c2)c(-n2nc3ccccc3n2)c1,i,-0.9%,1.5%,-2.7,68.5%[activator],5.6%,3.5%,-5.9%,16.2%
Brc1ccc(OCc2nnc3n2CCC3)cc1,i,0.0%,-0.6%,-1.8,nt,-18.3%,12.0%,-0.4%,2.5%
CN(c1cccc(F)c1)c1cc2c(c3c1ccn3C)C1CCC2C1 (configuration not stated),i,nt,1.7%,22.1,-16.1%,nt,-0.3%,-40.8%,-0.5%
COC(=O)c1ccc(/C=N/Nc2nc(-c3ccccc3)cs2)cc1,i,7.6%,1.6%,10.9,6.9%,2.2%,1.7%,-19.0%,6.5%
COc1ccc(-c2noc(CCC(=O)N3CCN(c4cc(C)ccc4C)CC3)n2)cc1,i,7.0%,-19.6%,13.1,-10.3%,-2.3%,-13.7%,-1.4%,-8.1%
COc1ccc(CCNC(=O)CN2C(=O)C(=O)N(C3CCCC3)C2=O)cc1OC,i,0.2%,0.6%,2.2,2.1%,-13.3%,1.5%,4.5%,-6.1%
Cc1cc(C)cc(NC(=O)CN(C)S(=O)(=O)c2cnc[nH]2)c1,?,2.3%,11.5%,2.4,-1.3%,-9.8%,-1.1%,5.7%,4.8%
CCOc1cc(/C=N/N=C(\N)c2nonc2N)cc(Br)c1OCc1cccc2ccccc12,?,?,23.1µM*,3.2,?,?,18.4µM*,11.2µM*,?
CCOC(=O)COc1ccc2c(=O)cc(-c3ccccc3)oc2c1,i,2.6%,6.5%,14.9,?,-0.7%,6.2%,-38.8%,-1.7%
CCSc1nc(-c2ccccc2F)nc2c1Cc1c(CO)cnc(C)c1O2,i,nt,nt,nt,11.8%,nt,nt,11.5%,7.8%
CCOC(=O)N1CCN(C(=O)Cc2cccs2)CC1,i,1.0%,19.3%,5.3,-4.6%,-4.7%,13.0%,-4.5%,17.4%
CC(=O)c1ccc(Nc2cc(C)nc3nc(Cc4ccccc4)nn23)cc1,i,nt,nt,nt,5.4%,nt,nt,-4.7%,5.6%
COc1ccccc1N1CCN(C(=O)c2ccc(CN3CCOCC3)cc2)CC1,i,2.4%,-8.0%,8.4,nt,-9.7%,7.4%,-7.7%,-7.0%
Cc1cccnc1NC(=O)C(c1ccccc1)c1ccccc1,i,23.7%,7.0%,-2.2,7.6%,4.6%,6.3%,-7.1%,-14.5%
Cc1ccc(NC(=O)NCCN2CCN(c3ccccc3)CC2)cc1Cl,i,0.7%,-24.9%,?,11.6%,4.0%,?,-8.5%,-0.5%
CC(C)(C)NC(=O)CN(Cc1ccc2c(c1)OCO2)C(=O)CNS(=O)(=O)c1ccccc1,i,-1.4%,4.9%,17.6,-12.2%,-11.8%,13.1%,-28.0%,24.5%
Cc1ccc2c(c1)C(=O)N1[C@H]3c4cc(Cl)ccc4OC[C@@H]3[C@H](c3ccccc3)[C@]1(C)C(=O)N2,i,10.3µM*,-25.9%,-29.0,-9.8%,?,?,-19.2%,?
Cc1cccc(/C=C\c2nc3ccccc3c(=O)[nH]2)c1,i,5.8µM*,?,-4.0,3.2%,20.6µM*,5.8µM*,-8.1%,14.6µM*
CN(C)CCN(C(=O)/C=C/c1cccs1)c1nc2ccc(F)cc2s1,?,16.0%,?,-66.5*,-19.8%,?,?,-54.5%,-10.2%
CCCCN(C=O)c1c(CC)nc2c(OCC(=O)c3ccc(F)cc3)cccn12,i,nt,6.0%,0.1,-5.2%,nt,1.7%,-7.3%,0.0%
COc1ccccc1N(C(=O)c1snc(C(N)=O)c1N)C(C(=O)NC1CCCC1)c1ccc(N(C)C)cc1 (configuration not stated),i,13.4%,3.3%,-11.6,-22.8%,-0.2%,19.3%,-20.6%,1.4%
C#CC(C)(CC)NC(=O)Cn1nnc(-c2cccc(C(F)(F)F)c2)n1 (configuration not stated),i,-3.1%,-0.4%,-5.5,-15.0%,0.1%,-7.6%,-9.2%,-0.1%
Cc1ccc(CNC(=O)/C=C/c2ccc(Br)o2)cc1,i,-2.1%,21.2%,-14.8,-6.9%,0.1%,11.9%,3.3%,6.6%
CCC1CCCCN1CCCNC(=O)CNC(=O)c1nn(-c2ccc(OC)cc2)c(=O)c2ccccc12 (configuration not stated),i,8.5%,-10.4%,-4.4,4.2%,-1.3%,-5.6%,-42.4%,12.6%
CN(C)CCCNC(=O)c1ccc(-c2cc3nc(NCc4cccnc4)n(C)c(=O)c3s2)cc1,i,nt,0.8%,-4.3,16.1%,nt,0.0%,-2.9%,0.0%

# An excerpt from above in order of molecular weight, rising.
SMILES,S2 tox,MCF10A rereplic,HT1080NT lethal,IL-1B inflam inh,ATXN2 expr inh,SW480 rereplic,HT1080 IDH1KD tx,HepG2 viability,KB-3-1 tox
Cc1cccc(/C=C\c2nc3ccccc3c(=O)[nH]2)c1,i,5.8µM*,?,-4.0,3.2%,20.6µM*,5.8µM*,-8.1%,14.6µM*
C#CC(C)(CC)NC(=O)Cn1nnc(-c2cccc(C(F)(F)F)c2)n1 (configuration not stated),i,-3.1%,-0.4%,-5.5,-15.0%,0.1%,-7.6%,-9.2%,-0.1%
CN(C)CCCNC(=O)c1ccc(-c2cc3nc(NCc4cccnc4)n(C)c(=O)c3s2)cc1,i,nt,0.8%,-4.3,16.1%,nt,0.0%,-2.9%,0.0%

# No enrichment for hits, and some 8.9% of all compounds hit somewhere here.
